Bioassay records deposited in PubChem by National Center for Advancing Translational Sciences (NCATS).
TrxR1 substrate – substrates of rat thioredoxin reductase 1; O89049; purified TrxR1 substrate turnover, NADPH consumption readout; Potency, µM (top dose mostly 114 µM), inactives show at the highest dose activity change, negative = substrate turnover; 390,000 tested, 0.01% active; further: on the % scale 0 is the no-effect control and ±100 the full control effect; nearly all actives have a fitted effect of over 50% in size
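Rat TrxR1, dispensed at 90 nM, was prereduced with 400 uM NADPH (final) for 5 min at ~22 deg C, then incubated with compound 15 min before 400 uM selenite. A first-read NADPH fluorescence drop versus no-compound background flagged substrates.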
Vif-A3G inh – blocks the Vif interaction with human APOBEC3G; Q9HC16; HeLa A3G-eYFP + Vif (tagged APOBEC3G with the HIV-1 protein that degrades it), YFP fluorescence, overnight; Potency, µM (series often up to 46.1 µM), inactives show top-dose activity, negative = active, hits mostly inhibitors; 410,000 tested, 0.076% active; AID 602310;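 further: on the % scale 0 is the no-effect control and ±100 the full control effect; nearly all actives have a fitted effect of over 60% in size; hits raise eYFP signal because A3G escapes Vif-driven loss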
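HeLa cells stably expressing Vif and C-terminally eYFP-tagged A3G, seeded overnight at 37 deg C, then exposed to compound by pintool overnight at 37 deg C. Rise in yellow fluorescence (Ex 488/Em 500-530, Acumen) marks blocked Vif-driven A3G degradation.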
USP1-UAF1 inh – USP1/UAF1 (human) deubiquitinase inhibition; O94782; recombinant USP1/UAF1, Ub-Rhodamine cleavage fluorescence; Potency, µM (top dose mostly 57.1 µM), without a hit: at the highest dose activity change, negative = inhibition, actives largely listed as inhibitors; 390,000 tested, 0.23% active; AID 743255; further: on the % scale 0 is the no-effect control and ±100 the full control effect; nearly all actives have a fitted effect of over 60% in size; inactives centre near -12
Target sequence (O94782 whole entry, looked up): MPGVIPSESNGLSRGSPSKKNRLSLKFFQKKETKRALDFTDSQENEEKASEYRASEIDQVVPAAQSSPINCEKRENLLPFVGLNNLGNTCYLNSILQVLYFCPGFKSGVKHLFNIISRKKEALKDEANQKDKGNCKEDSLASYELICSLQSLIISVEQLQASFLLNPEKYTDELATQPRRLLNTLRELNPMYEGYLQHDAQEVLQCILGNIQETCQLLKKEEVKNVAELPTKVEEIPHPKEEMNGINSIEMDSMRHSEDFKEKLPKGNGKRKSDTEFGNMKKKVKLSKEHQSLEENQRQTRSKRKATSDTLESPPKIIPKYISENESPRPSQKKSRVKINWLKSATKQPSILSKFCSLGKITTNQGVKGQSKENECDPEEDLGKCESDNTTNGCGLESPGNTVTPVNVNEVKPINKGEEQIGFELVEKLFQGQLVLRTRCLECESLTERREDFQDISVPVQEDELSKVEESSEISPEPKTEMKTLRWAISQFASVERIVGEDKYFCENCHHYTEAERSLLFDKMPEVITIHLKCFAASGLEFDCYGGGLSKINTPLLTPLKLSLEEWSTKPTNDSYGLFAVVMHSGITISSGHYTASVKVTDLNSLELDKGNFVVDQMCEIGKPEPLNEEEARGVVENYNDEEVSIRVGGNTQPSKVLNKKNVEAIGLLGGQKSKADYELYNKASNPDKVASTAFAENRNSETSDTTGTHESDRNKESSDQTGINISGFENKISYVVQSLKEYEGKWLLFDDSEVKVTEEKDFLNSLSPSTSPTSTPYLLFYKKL
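USP1/UAF1 complex at 1 nM was preincubated with compound for 15 min at room temperature, then Ub-Rho substrate (150nM final) was added. Fluorescence (480/540 nm) was read kinetically, 6 reads every 60 seconds.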
RGS4 inh – blocks human RGS4-accelerated GTP hydrolysis; P49798; Potency, µM (top dose mostly 114 µM), for inactives: at the top dose activity change, negative = inhibition, hits mostly inhibitors; 390,000 tested, 0.039% active; Transcreener GDP fluorescence polarization, RGS4-accelerated GTP hydrolysis; further: on the % scale 0 is the no-effect control and ±100 the full control effect; nearly all actives have a fitted effect of over 75% in size; some results filed as inactive show a strong effect at the top dose
Target sequence (P49798 whole entry, looked up): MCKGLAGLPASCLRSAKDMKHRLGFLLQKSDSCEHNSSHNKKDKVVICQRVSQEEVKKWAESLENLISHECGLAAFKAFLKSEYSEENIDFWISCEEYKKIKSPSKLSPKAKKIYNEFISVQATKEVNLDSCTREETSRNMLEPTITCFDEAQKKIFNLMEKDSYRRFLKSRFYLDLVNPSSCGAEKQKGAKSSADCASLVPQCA
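MLSMR compounds (23 nl, pin-transferred) preincubated 10 min at room temperature with a 500nM (2x) first reagent, then RGS4 at 900nM (2x) plus Transcreener GDP mix added; fluorescence polarization (620/688 nm) read before and after 90 min at 30 °C.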
RXFP1 agonist – RXFP1 (human) receptor agonism | Potency, µM (highest dose often 57.5 µM), without a hit: at the highest dose activation, actives largely listed as activators | HEK293T-RXFP1 cAMP TR-FRET, 30 min; response scale: percent of porcine relaxin response, buffer zero | AID 2676 | 370,000 tested, 0.3% active; further: on the % scale 0 is the no-effect control and ±100 the full control effect; nearly all actives have a fitted effect of over 60% in size; many of its hits are not listed in these tables
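cAMP rise read by TR-FRET after 30 min, 37C compound exposure (up to 58 uM) in RXFP1-transfected HEK293 cells with Ro 20174 present. EC50 from Hill-equation fits, with 29 nM porcine relaxin as 100% and buffer as basal.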
ALOX12 inh – inhibitors of human 12S-lipoxygenase ALOX12; Potency, µM (series often up to 108 µM), for inactives: at the top dose activity change, negative = inhibition, usual class: inhibitors; P18054; purified 12hLO, xylenol orange hydroperoxide absorbance; 580,000 tested, 1.1% active; further: on the % scale 0 is the no-effect control and ±100 the full control effect
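Hydroperoxide product was detected by ferrous iron/xylenol orange as the 573 to 405 nm absorbance ratio. Arachidonic acid at 40 uM (final) was turned over for 30 min at room temperature by 150 nM human 12hLO, pH 7.0 Hepes buffer, after 15 min compound preincubation.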
TrxR1 inh – rat TrxR1 inhibition; O89049; recombinant rTrxR1, NADPH fluorescence consumption, selenite substrate; Potency, µM (highest dose often 114 µM), for inactives: at the highest dose activity change, negative = inhibition, usual class: inhibitors; 390,000 tested, 1% active; AID 588453; further: on the % scale 0 is the no-effect control and ±100 the full control effect; nearly all actives have a fitted effect of over 65% in size
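Rat TrxR1 (90 nM in the dispensed reagent) was pre-reduced with 400 uM NADPH for 5 min at room temperature, then incubated with compound for 15 min. After 400 uM selenite was added, NADPH fluorescence (Ex 340/Em 450 nm) was followed for 8 min.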
mIDH1 inhibitor – human IDH1 R132H inhibition | IDH1-R132H enzyme, NADPH consumption, diaphorase/resazurin fluorescence | AID 602179 | 390,000 tested, 0.093% active | Potency, µM (series often up to 76.6 µM), for the others: top-dose activity change, negative = inhibition, hits mostly inhibitors; further: on the % scale 0 is the no-effect control and ±100 the full control effect; nearly all actives have a fitted effect of over 65% in size
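IDH1-R132H (0.5 ug/mL) preincubated 30 min with compound, then NADPH (0.016 mM) and alpha-KG (2 mM) added; 80 min at RT, pH 7.5. Remaining NADPH coupled via diaphorase/resazurin to fluorescence (540/590 nm); concentration-response curves normalized to no-enzyme control.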
Vif-APOBEC3F blk – Vif-A3F binding inhibition | 390,000 tested, 0.2% active | Potency, µM (doses to about 46.1 µM), without a hit: top-dose activity, negative = active | HeLa A3F-eYFP + Vif (tagged APOBEC3F with the HIV-1 protein that degrades it), YFP fluorescence increase; further: % of control where 0% means no effect; nearly all actives have a fitted effect of over 65% in size
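Fluorescence increase (Ex 488/Em 500-530) after overnight compound treatment at 37 deg C flags inhibition of Vif-driven A3F-eYFP loss in stable HeLa A3F-eYFP/Vif cells seeded overnight beforehand.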
Numbers without * were called inactive; i = inactive; ? = inconclusive; · = no result given; & = joins results of further samples; [ ] = dose if it differs, or a comment. The call rests on the fitted dose curve; in most records, active means well fitted curve in the direction sought with a large enough effect; inconclusive means small, poorly fitted or top-dose-only effect, or another doubt; inactive means no such curve, though single readings can be large; an effect the other way counts as inactive or inconclusive. Potency means the concentration at half of the fitted maximal effect. A portion of the library; count on the stated rates, not on these rows.

SMILES	TrxR1 substrate	Vif-A3G inh	USP1-UAF1 inh	RGS4 inh	RXFP1 agonist	ALOX12 inh	TrxR1 inh	mIDH1 inhibitor	Vif-APOBEC3F blk
COc1ccccc1C(=O)N1CCN(C(=O)c2oc3ccc(C)cc3c2C)CC1	-3%	-6%	-16%	-18%	3.7%	107%[activator]	4%	7%	2%
Cc1ccc(Cl)cc1NC(=O)C(=O)N/N=C/c1ccc2c(c1)OCO2	7%	-2%	-17%	-41%	-0.5%	i	37%[activator]	17%	-9%
CCOc1ccc(-c2nc(SCC(=O)Nc3ccc(C)c(C)c3)n3[nH]c(=O)cc3n2)cc1	26%[57.1 µM]	4%	-5%	-28%	2.5%	-16%	43%[activator][57.1 µM]	-15%	-2%
Cc1cccn2cc(-c3ccc(S(=O)(=O)N4CCCCC4)cc3)nc12	153%[activator]	2%	-23%	1%	-1.5%	5%	?	-3%	6%
O=C(Cc1ccc2c(c1)OCCO2)c1c(O)cc(O)cc1O	1%	0%	2%	-21%	-0.6%	?	?	-3%	-1%
COc1cccc(C(=O)N2CCC(n3nccc3NC(=O)CCOc3ccccc3)CC2)c1	528%[activator]	0%	-21%	10%	0.1%	-15%	43%[activator]	-2%	10%
COc1ccc(C(=O)NCc2ccc3c(c2)cc(C)n3C)cc1	7%[57.1 µM]	-1%	-17%	?	-3.2%	-8%	18%[57.1 µM]	-4%	2%
CSc1nc(-c2ccco2)nn1S(C)(=O)=O	-2%	-1%	-7%	-2%	0.3%	?	-4%	9%	0%
CCCn1c(SCC(=O)Nc2cc(C(=O)O)ccc2C)nc2sc3c(c2c1=O)CCC3	5%	-2%	-17%	0%	5.2%	1%	13%	10%	2%
C#CCNC(=O)C1=C[C@@H](c2ccccc2)C[C@@H](OCCCCO)O1	5%	-13%	?	-33%	·	-22%	?	7%	-1%
Cc1ccc(Cl)cc1N(C)C(=O)c1cc2ccc3cccnc3c2[nH]1	-4%	4%	-3%	-14%	-1.0%	-10%	8%	0%	-6%
CCN(CC(=O)Nc1ccccc1C(F)(F)F)C(=O)CCS(=O)(=O)c1ccc(C)cc1	-12%	0%	-3%	-8%	-1.6%	6%	-9%	3%	-6%
COc1ccc(Cn2nnc(C(=O)Nc3ccc4c(c3)OCCO4)c2N)cc1Br	-5%	-13%	-8%	16%	-0.4%	15%	9%	-8%	-19%
Cc1ccc(S(=O)(=O)N2[C@@H](c3ccccc3)C(C(=O)O)=CC[C@H]2c2cccs2)cc1	11%[57.1 µM]	-3%	-23%	3%	0.1%	-13%	24%[57.1 µM]	-13%	8%
Cc1ccc(N2CC(C(=O)NCCS(=O)(=O)N3CCN(c4ccc(F)cc4)CC3)CC2=O)cc1 (stereo not given)	0%	1%&-3%	?	-25%[56.9 µM]	3.2%&0.1%	22%&3%	18%	-3%&2%	-9%&-7%
Nc1cccc(C(=O)Nc2ccc3nc(-c4cccnc4)[nH]c3c2)c1	-2%	-8%	-15%	-42%	-1.9%	?	4%	12%	-1%
O=C(Cn1c(COc2ccccc2)nc2ccccc21)Nc1cccc(Cl)c1	-5%[57.1 µM]	-6%	-16%	-10%	-1.5%	15%	12%	1%	0%
COC(=O)c1ccccc1NC(=S)NC(C)=O	2%	1%	-14%	5%	2.3%	?	26%	0%	2%
Cc1cccc(NS(=O)(=O)c2ccc(C(=O)NCCCN3CCOCC3)cc2)c1C	-4%	2%	-10%	32%	1.2%	-9%	-8%	1%	1%
COC(=O)c1cn(-c2ccc(Cl)cc2)c(=O)c2ccccc12	5%[57.1 µM]	0%	-2%	3%	-1.4%	4%	2%[57.1 µM]	5%	-9%

A section from further up, as a working copy:
SMILES	TrxR1 substrate	Vif-A3G inh	USP1-UAF1 inh	RGS4 inh	RXFP1 agonist	ALOX12 inh	TrxR1 inh	mIDH1 inhibitor	Vif-APOBEC3F blk
O=C(Cn1c(COc2ccccc2)nc2ccccc21)Nc1cccc(Cl)c1	-5%[57.1 µM]	-6%	-16%	-10%	-1.5%	15%	12%	1%	0%
COC(=O)c1ccccc1NC(=S)NC(C)=O	2%	1%	-14%	5%	2.3%	?	26%	0%	2%
Cc1cccc(NS(=O)(=O)c2ccc(C(=O)NCCCN3CCOCC3)cc2)c1C	-4%	2%	-10%	32%	1.2%	-9%	-8%	1%	1%
COC(=O)c1cn(-c2ccc(Cl)cc2)c(=O)c2ccccc12	5%[57.1 µM]	0%	-2%	3%	-1.4%	4%	2%[57.1 µM]	5%	-9%

New compounds follow:
SMILES	TrxR1 substrate	Vif-A3G inh	USP1-UAF1 inh	RGS4 inh	RXFP1 agonist	ALOX12 inh	TrxR1 inh	mIDH1 inhibitor	Vif-APOBEC3F blk
COC(=O)c1ccccc1NC(=O)c1cc(-c2cccs2)on1	15%	0%	-13%	5%	5.6%	10%	26%	0%	-6%
CN(C(=O)C1CCCO1)C1CCS(=O)(=O)C1 (stereo not given)	0%[57.1 µM]	1%	-21%	-12%	0.3%	-13%	2%[57.1 µM]	-11%	6%
Cc1nn(-c2ccccc2)c(C)c1/C=N/NC(=O)c1cc(-c2ccc(Br)s2)[nH]n1	6%	-21%	-15%	-25%	1.7%	0%	13%	2%	-1%
CCC(C)(C)n1nnnc1C(c1cccs1)N1CCN(Cc2ccccc2)CC1 (stereo not given)	2%[57.1 µM]	0%	1%	14%	0.1%	-33%	3%[57.1 µM]	-4%	-3%
O=C(/C=C/c1ccccc1)N1CCC(c2ccccc2)C1 (stereo not given)	2%	-3%	-18%	-10%	3.4%	-12%	11%	1%	-3%
COc1cccc(CN(C)CCCn2cnc3c(OC)ncnc32)c1	·	-2%	?	·	·	?	·	0%	7%
Cc1ccc([C@@H]2[C@@H]3C(=O)N(c4ccccc4)C(=O)[C@@H]3[C@]3(Cc4ccccc4)C(=O)N(CC4CC4)CC(=O)N23)o1	-6%	-2%	5%	-25%	-0.5%	?	-14%	3%	-3%
C=CC[C@H](CC(=O)OC(C)(C)C)C(=O)OC[C@H]1CCCN1C(=O)[C@H](CC=C)CC(=O)N(CCO)Cc1ccccc1	4%	-1%	-12%	0%	·	-8%	8%	17%	0%
CCOc1ccc(CC(=O)Nc2cccc(-c3nc4cccnc4s3)c2C)cc1	-2%	-1%	-23%	6%	0.4%	2%	13%	0%	6%
N#Cc1c(N)sc2c1CCCCCC2	3%[57.1 µM]	0%	-1%	-34%	-0.1%	35µM*	21%[57.1 µM]	7%	-5%
Cc1ccc(NC(=O)CCCn2c(=O)c3cccn3c3ccccc32)c(C)c1	5%	3%	?	-35%	-2.6%	-23%	3%	-12%	1%
Cc1cc([N+](=O)[O-])c2[nH]c(C(=O)N/N=C/c3ccccc3C(=O)O)c(-c3ccccc3)c2c1	-6%	4%	?	-13%	0.9%	-2%	-4%	2%	-5%
c1csc(-c2nc(-c3ccncc3)no2)c1	6%	2%	-8%	-2%	0.4%	-2%	18%	-3%	-5%
Oc1ccccc1N=Cc1c(O)ccc2ccccc12	-5%	?	?	-50%	4.2%	-14%	-6%	12%	-3%
CCOc1ccccc1NC(=O)C(=O)c1cc(C)n(-c2ccc(F)cc2)c1C	2%	3%	-5%	-3%	?	?	15%	0%	-3%
CCN(C1=NS(=O)(=O)c2ccccc21)N(CC)S(=O)(=O)c1ccc(C)cc1	-2%	1%	-3%	-10%	-1.8%	1%	6%	2%	3%
Cc1cnn(-c2cc(Oc3ccccc3)ncn2)c1	-1%	1%	3%	21%	0.3%	0%	9%	6%	3%
COc1ccc(C(=O)c2c[nH]c(C(=O)N=CN(C)C)c2)cc1	-4%[57.1 µM]	0%	-12%	-26%	3.1%	-1%	25%[57.1 µM]	1%	6%
C[C@H]1CCC[C@]2(O[C@H](CCO)C[C@H](O)[C@H]2O)O1	1%[57.1 µM]	3%	-12%	2%	·	-2%	-22%[57.1 µM]	-1%	7%
Cn1c(NCCCN2CCOCC2)nc2c1c(=O)n(Cc1ccc(Cl)c(Cl)c1)c(=O)n2C	2%	-4%	-17%	5%	-1.9%	-4%	14%	2%	-22%
COC(=O)c1c(NC(=O)CC2SC(N)=NC2=O)sc2c1CCC(C(C)(C)C)C2 (stereo not given)	-2%	-10%	-3%	14%	1.6%	17%	18%	-17%	-4%
NS(=O)(=O)c1ccc(CCNC(=S)Nc2ccc(F)cc2)cc1	-2%[57.1 µM]	1%	-16%	-12%	-1.5%	6%	-9%[57.1 µM]	1%	19%
CC(=O)NCc1c(Cl)cccc1-n1cccc1	3%[57.1 µM]	2%	4%	25%	-0.3%	0%	9%[57.1 µM]	3%	-9%
Cc1ccc(S(=O)(=O)N2CCCCC2)cc1NC(=O)COC(=O)c1ccc2c(c1)OCO2	2%	-2%	-4%	-18%	-0.3%	-2%	0%	-2%	-7%
COc1ccc(CN2CCC(=O)N([C@H](CO)c3ccccc3)CC2)cc1	5%&7%	3%&3%	-24%	6%	1.1%	-1%	12%&23%	8%	2%
O=C(N/N=C/c1cc(Cl)cc([N+](=O)[O-])c1O)C(O)(c1ccccc1)c1ccccc1	-5%	0%	-11%	13%	2.9%	?	-2%	?	-9%
CC(C)c1cc(C(=O)NNC(=S)NC2CCCCC2)cs1	-3%	2%	-13%	-1%	1.9%	?	9%	-9%	-3%
